Screening data deposited in PubChem BioAssay by National Center for Advancing Translational Sciences (NCATS).
TDP1 block: qHTS Assay for Inhibitors of Tyrosyl-DNA Phosphodiesterase (TDP1); AID 485290, 2010; Potency, µM (titrated, usually from 130 µM), inactives show at the highest dose activity change, negative = inhibition, hits mostly inhibitors; recombinant TDP1, AlphaScreen DNA substrate cleavage; Tyrosyl-DNA phosphodiesterase 1 (Homo sapiens), Q9NUW8; 350,000 compounds, 0.28% hits; note: nearly all actives have a fitted effect of over 40% in size
Target sequence (Q9NUW8 whole entry, looked up): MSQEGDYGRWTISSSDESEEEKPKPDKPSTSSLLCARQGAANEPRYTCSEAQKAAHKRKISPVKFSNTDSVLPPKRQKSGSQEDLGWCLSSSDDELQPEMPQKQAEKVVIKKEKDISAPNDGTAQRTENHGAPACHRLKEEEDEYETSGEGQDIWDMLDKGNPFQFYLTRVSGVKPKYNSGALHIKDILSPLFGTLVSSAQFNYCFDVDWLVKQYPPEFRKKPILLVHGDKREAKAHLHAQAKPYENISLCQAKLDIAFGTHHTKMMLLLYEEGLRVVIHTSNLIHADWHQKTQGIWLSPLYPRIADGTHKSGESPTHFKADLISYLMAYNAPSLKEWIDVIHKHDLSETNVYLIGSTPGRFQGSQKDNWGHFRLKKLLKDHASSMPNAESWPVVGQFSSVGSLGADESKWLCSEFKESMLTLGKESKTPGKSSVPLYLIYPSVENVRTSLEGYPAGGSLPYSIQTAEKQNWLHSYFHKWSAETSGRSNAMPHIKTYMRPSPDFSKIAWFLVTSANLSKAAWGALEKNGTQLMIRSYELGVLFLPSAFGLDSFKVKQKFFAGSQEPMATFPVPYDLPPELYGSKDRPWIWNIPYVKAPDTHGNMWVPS
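Compounds were preincubated with Tdp1 (1 nM final) for 15 min at room temperature before substrate (15 nM final) started a 5 min reaction; beads (10 ug/ml final) were then added for 10 min before AlphaScreen detection.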
N370S GC mod: qHTS Assay for Inhibitors and Activators of N370S glucocerebrosidase as a Potential Chaperone Treatment of Gaucher Disease; 330,000 compounds, 0.092% hits; AID 2101, 2009; Potency, µM (titrated, usually from 59.4 µM), inactives show top-dose activity change, negative = inhibition, hits mostly inhibitors; N370S GC spleen homogenate, 4MU-glucoside fluorescence; Lysosomal acid glucosylceramidase (Homo sapiens), P04062;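 note: 0% = full enzyme activity and -100% = no enzyme basal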
TDP1 cell noCPT: qHTS for Inhibitors of human tyrosyl-DNA phosphodiesterase 1 (TDP1): qHTS in cells in absence of CPT | DT40 Tdp1-/- hTDP1 cells, no CPT, ATP luminescence, 48 h | Potency, µM (series often up to 46.2 µM), for inactives: top-dose activity change, negative = growth inhibition, actives largely listed as inhibitors | 420,000 compounds, 15% hits | AID 686978, 2013; note: nearly all actives have a fitted effect of over 55% in size
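Chicken DT40 Tdp1-/- cells stably complemented with human TDP1 were seeded at 400 cells/well with DMSO in place of 20 nM camptothecin. After compound pinning, cells grew at least 48 hr at 37 °C; viability read by CellTiter-Glo luminescence.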
* marks the source's active call; other numbers are inactive results; ? = inconclusive; nt = not tested or not shown; & = joins results of further samples; [ ] = dose if it differs, or a comment. Calls come from the whole dose curve; as a rule, active = well fitted curve in the direction sought with a large enough effect; inconclusive = small, poorly fitted or top-dose-only effect, or another doubt; inactive = no such curve, though single readings can be large; an effect the other way counts as inactive or inconclusive. Unless noted, % is set by controls: 0 for no effect and ±100 for the full control effect; potency is the fitted concentration of half-maximal effect.

item	Compound	TDP1 block	N370S GC mod	TDP1 cell noCPT
1	CC(/C=N/NC(=O)Cn1nnc(N)n1)=C\c1ccc(C(C)C)cc1	nt	-6%	?
2	COC(=O)/C=C1\S/C(=N/N=C/c2ccc(Cl)cc2)NC1=O	-1%	1%	-15%
3	Cc1ccc(S(=O)(=O)Nn2c(C)nnc2-n2nc(C)cc2C)cc1	0%	7%[2.35 µM]	-4%
4	COc1ccccc1-c1c(C)nn2c(N3CCN(c4ccc(F)cc4)CC3)cc(C)nc12	4%	nt	-25%
5	Fc1ccc(Cn2nnnc2CN2CCN(C3CCCC3)CC2)cc1	3%	3%	-23%
6	Cc1cc(C)nc(NC(=O)/C=C/c2ccccc2Cl)c1	-1%	4%	?
7	COC(=O)Cc1ccc(OC(=O)c2cccc(S(=O)(=O)N3CCN(C)CC3)c2)cc1	-7%[0.505 µM]	-9%	-23%
8	CCOC(=O)C(NC(=O)c1ccccc1)=C1CCCCC1	2%	19%	-13%
9	CCCc1cc(C(=O)Nc2sc(C)c(CC)c2C#N)no1	3%	-6%	?
10	CNC(=O)c1c(NC(=O)CS(=O)(=O)c2ccccc2)sc(C)c1C	nt	-4%	-28%
11	Cc1ccc2[nH]c(=O)c(CN(C(=O)c3cccc([N+](=O)[O-])c3)C(C)C)cc2c1	nt	23%	?
12	CC(C)n1cc(C(=O)N2CCCC(N3CCN(c4ccc(F)cc4)CC3)C2)cn1 (stereo not drawn)	2%	0%	13%
13	COc1cc(S(=O)(=O)NCCCn2ccnc2)ccc1F	nt	-21%	-18%
14	O=C(O)c1ccn2c(C(=O)c3ccc(Cl)cc3)c(-c3ccccc3)cc2c1	8%	8%	-26%
15	CCOC(=O)c1c(S(=O)(=O)NCC(=O)N2CCN(c3ccccc3)CC2)c(C)n(C)c1C	4%&6%	4%	5%&-25%
16	CS(=O)(=O)N1CCN(c2ccc(NC(=O)CSc3nnc(-c4ccco4)o3)cc2)CC1	-3%	9%	-7%
17	COc1ccc(N2CCN(S(=O)(=O)c3cccs3)CC2)cc1	5%	2%	-13%
18	Cc1ccc(NC(=O)c2c(O)c3ccccc3n(C)c2=O)nc1	0%	12%	21µM*
19	Cc1cc(C)c2sc(N(CCCN(C)C)C(=O)c3ccc(S(=O)(=O)N(C)Cc4ccccc4)cc3)nc2c1	9%	?	?
20	Cc1cccc(Nc2nc(N)c([N+](=O)[O-])c(N3CCOCC3)n2)c1	2%	-3%	?
21	O=C1[C@@H]2[C@H](C(=O)N1Cc1cccnc1)[C@H]1C=C[C@@H]2C1	3%	4%	-9%
22	CCOC(=O)c1ccccc1NC(=O)CSc1c(C)cnc2c1c(=O)n(C)c(=O)n2C	3%	nt	?
23	CN1C(=O)[C@H](Cc2ccc([N+](=O)[O-])cc2)NC1=S	nt	-2%	?
24	COc1cc(S(=O)(=O)NCCN2CCOCC2)ccc1-n1cnnn1	0%	5%	0%
25	CC1=C(C(=O)Nc2ccccn2)C(c2ccc(Cl)cc2)NC(=S)N1 (stereo not drawn)	5%	-6%	-6%
26	O=C(COC(=O)c1ccc(S(=O)(=O)N2CCOCC2)cc1)NCc1cccs1	5%	-6%	-8%
27	CCOC(=O)N1CCN(S(=O)(=O)c2ccc(OCC)cc2)CC1	3%	3%	-27%
28	Cn1c(=O)[nH]c(=O)c2c1nc(Br)n2CCSc1ncccn1	5%	-7%	-8%
29	NC(=S)N=Nc1c(O)n(C2OC(=O)c3ccccc32)c2ccccc12 (stereo not drawn)	10%	-1%	-7%
30	Cc1ccc(NS(=O)(=O)c2cccc(C(=O)Nc3cccnc3)c2)c(C)c1	2%	nt	15µM*
31	COCCN(C)C(=O)CC1C(=O)NCCN1CC(c1ccccc1)c1ccccc1 (stereo not drawn)	0%	-2%	-4%
32	COCC(=O)N1CCCC(C(=O)c2ccc(-c3ccccc3)c(F)c2)C1 (stereo not drawn)	3%	0%	15µM*
33	CCSc1ncc(Cl)c(C(=O)Nc2c(C(=O)Nc3cccc(C)c3)oc3ccccc23)n1	11%	nt	3%
34	S=c1nc(-c2ccccc2)[nH]n1-c1ccccc1	2%	25%	23µM*
35	O=C(COC(=O)C1c2ccccc2Oc2ccccc21)NC1CCS(=O)(=O)C1 (stereo not drawn)	10%	10%	?
36	CSCC[C@H](NC(=O)N1CCn2c1nc1ccccc12)C(=O)NC1CCCCC1	5%	4%	?
37	C/C(=C\C(=O)c1ccc(Br)cc1)Nc1ccc(Cl)cc1	-8%	-14%	-1%
38	CCCCCc1ccc(-c2ccc(Br)cc2)nc1	3%[12.3 µM]	nt	-8%
39	Cc1ccccc1NC(=O)C(C)c1ccc(-c2ccccc2)c(F)c1 (stereo not drawn)	6%	-6%	16µM*
40	CCOC(=O)c1nn(C)c(C)c1Cl	5%	5%	1%
41	O=C(Nc1ccccc1F)c1ccc(-n2cncn2)nc1	3%	-12%	-11%
42	Cc1ccc(S(=O)(=O)N(CC(=O)NCCSc2ccccn2)c2ccc(C)c(C)c2)cc1	-3%	15%	?
43	COC(=O)c1cc(OC)c(OC)cc1NC(=O)CSc1ccccc1	2%	-6%	-25%
44	CCOC(=O)c1c(C)n(C)c2ccc(O)c(CN(CC)CC)c12	1%	nt	?
45	Cc1cc2oc(C(=O)N(Cc3cccs3)C3CCS(=O)(=O)C3)cc(=O)c2cc1Cl (stereo not drawn)	nt	-1%	?
46	O=C(/C=C/c1ccccc1[N+](=O)[O-])N1CCCCC1	0%	-18%	16%
47	CCOC(=O)c1sc(/S(C)=N\S(=O)(=O)c2cccc(Cl)c2)c2c1CCC=C2 (stereo not drawn)	nt	12%	16µM*
48	COC(=O)[C@H](Cc1ccccc1)NC(=O)Nc1ccc(OC)cc1	1%	7%	-10%
49	Cn1cc(CCC(=O)N2CCCC(C(=O)c3ccc(C(C)(C)C)cc3)C2)cn1 (stereo not drawn)	-3%	2%	21µM*
50	CC(=O)c1c(C)[nH]c(C(=O)Nc2cccc(S(=O)(=O)N(C)C)c2)c1C	4%	-4%	?
51	Cc1ccc(S(=O)(=O)Nc2ccc(-c3nnc(SCc4ccccc4Cl)o3)cc2)cc1	0%	-1%	?
52	COc1ccccc1CNC(=O)CS(=O)(=O)Cc1ccccc1	2%	-2%	15%
53	O=C(Nc1ccccc1-c1nnn(CC(=O)N2CCOCC2)n1)c1ccccc1F	-2%	3%	15%
54	O=C(O)CCC(=O)CCC(=O)c1ccc(Cl)cc1	-1%	5%	0%
55	COc1ccc(S(=O)(=O)N(CCc2ccccc2)CC(=O)O)cc1C	7%	-3%	-18%
56	CCCCOc1ccc(C(=O)Nc2ccc3oc(-c4cccnc4)nc3c2)cc1	6%[2.28 µM]	nt	?
57	N/C(=N\OC(=O)CSc1ccccc1)c1ccccn1	0%	-4%	21%
58	Oc1ccccc1Nc1nc(-c2ccccc2)c2cc(Cl)ccc2n1	2%	nt	?
59	CCOC(=O)CC1C(=O)NCCN1C(=O)c1cccc(OC)c1 (stereo not drawn)	nt	4%	-3%
60	c1ccc2c(c1)ncn2CCN1CCCCC1	3%	0%	-7%

As a working copy, part of the list above.
item	Compound	TDP1 block	N370S GC mod	TDP1 cell noCPT
56	CCCCOc1ccc(C(=O)Nc2ccc3oc(-c4cccnc4)nc3c2)cc1	6%[2.28 µM]	nt	?
57	N/C(=N\OC(=O)CSc1ccccc1)c1ccccn1	0%	-4%	21%
58	Oc1ccccc1Nc1nc(-c2ccccc2)c2cc(Cl)ccc2n1	2%	nt	?
59	CCOC(=O)CC1C(=O)NCCN1C(=O)c1cccc(OC)c1 (stereo not drawn)	nt	4%	-3%
60	c1ccc2c(c1)ncn2CCN1CCCCC1	3%	0%	-7%

(continued)
item	Compound	TDP1 block	N370S GC mod	TDP1 cell noCPT
61	Cc1cc(C)cc(NC(=O)c2cc3c(=O)n4ccccc4nc3s2)c1	nt	6%	-21%
62	COc1ccc(-c2csc(C)n2)cc1Br	-3%	4%	-17%
63	COc1cccc(NC(=O)C2CCCN(S(=O)(=O)c3cccc4cccnc34)C2)c1 (stereo not drawn)	0%	2%	?
64	CC1CCC(NC(=O)c2ccc(NC3=NC4CS(=O)(=O)CC4S3)cc2)CC1 (stereo not drawn)	-2%	1%	4%
65	CCCCNC(=O)CCCn1c(=O)[nH]c2ccc(Br)cc2c1=O	5%	-1%	-30%
66	Cc1cccc(C)c1NC(=O)C1c2cccc[n+]2CC(=O)N1Cc1cccs1 (stereo not drawn)	5%	-14%	?
67	CC(C)Cc1nn2c(=O)cc(COc3ccc(NC(=O)c4ccco4)cc3)nc2s1	-12%	-21%	7%
68	CCCn1ccc2c(OCC(=O)NCc3ccc(F)cc3)cccc2c1=O	3%	nt	?
69	COc1cccc(-n2c(C)nnc2SCC(=O)Nc2ccccc2N2CCOCC2)c1	4%	15%	-4%
70	O=C(NCCc1ccccc1)C1CCC(CNc2nc(=S)[nH]c3ccccc23)CC1 (stereo not drawn)	0%	-3%	?
71	CCOC(=O)c1cccc(NC(=O)Nc2c(C)n(C)n(-c3ccccc3)c2=O)c1	8%	nt	-6%
72	COC(=O)c1ccc(C(=O)OC)c(NC(=S)N2CCC(C(N)=O)CC2)c1	-3%	10%	1%
73	CC(=O)c1cccc(NS(C)(=O)=O)c1	0%	1%	1%
74	O=c1ccc(-c2ccc(S(=O)(=O)Nc3ccc(F)cc3)o2)n[nH]1	6%	-7%	2%
75	C=CCN1C(=O)C(=O)N(CC(=O)c2ccc3c(c2)CCCC3)C1=O	0%	nt	15%
76	Cc1cccc(N2CCn3c2nc2c3c(=O)n(C/C=C/c3ccccc3)c(=O)n2C)c1	3%	nt	11%
77	C#CCOCCOCCOCCNc1nc(N2CCN(C(=O)[C@H](CCC(=O)O)n3cc(C(N)CO)nn3)CC2)nc(N2CCN(C(=O)[C@H](CCC(=O)O)n3cc(C(N)[C@H](C)CC)nn3)CC2)n1 (stereo partly drawn)	1%	8%	-4%
78	O=C(CN(C(=O)c1cc2c(s1)CCC2)C1CCCC1)NCc1cccs1	-2%	19%	18µM*
79	COc1ccc(CNCc2ccccc2C(F)(F)F)cc1	nt	-8%	-4%
80	C/C(=N\NC(=O)c1cc(-c2cccnc2)nc2ccccc12)c1ccccc1O	0%	19%	3.7µM*
81	CC1CCCCN1C(=O)C1CCN(S(=O)(=O)c2ccc(-n3cnnn3)cc2)CC1 (stereo not drawn)	nt	-11%	?
82	O=C(NCc1ccco1)c1ccc(N2CCOCC2)c([N+](=O)[O-])c1	5%	5%	0%
83	COc1ccc2c(c1)[C@H]1[C@H](CO2)[C@H](c2ccccc2)[C@]2(C)C(=O)N(CC3CCCO3)CC(=O)N12 (stereo partly drawn)	0%	nt	?
84	CCOCN(C(=O)Cn1c(COC)nc2ccccc21)c1c(C)cccc1CC	5%&5%	?	?
85	CCCC(=O)NCCc1ccc(S(N)(=O)=O)cc1	6%	-3%	-13%
86	COc1ccc(C2c3c4c(n(C)c3CCN2C)CCN(C)C4c2ccc(OC)cc2)cc1 (stereo not drawn)	9%	-2%	?
87	CCOC(=O)N1CCC(NC(=O)C2CCCN(S(=O)(=O)c3ccc4c(c3)oc(=O)n4C)C2)CC1 (stereo not drawn)	0%	-3%	?
88	CC(C)Oc1ccc(S(=O)(=O)N2CCOCC2)cc1NC(=O)CCCSc1ccccc1	-16%	0%	?
89	Cc1ccc(NC(=O)CCC(=O)NNS(=O)(=O)c2ccccc2)c(C)c1	0%	1%[12.8 µM]	?
90	Nc1ccc2c(c1)nc(Cc1ccccc1)n2CCO	0%	1%	14%
91	Cc1ccc(S(=O)(=O)c2nnn3c2nc(N2CCN(c4ccccc4F)CC2)c2ccccc23)cc1C	7%	nt	1%
92	CC(C)(C)c1cc(NC(=O)COC(=O)c2ccc3c(=O)n4c(nc3c2)CCC4)n(-c2ccccc2)n1	1%	8%	-3%

Part of the list above in another layout:
Below each compound – TDP1 block | N370S GC mod | TDP1 cell noCPT
91. Cc1ccc(S(=O)(=O)c2nnn3c2nc(N2CCN(c4ccccc4F)CC2)c2ccccc23)cc1C
    7% | nt | 1%
92. CC(C)(C)c1cc(NC(=O)COC(=O)c2ccc3c(=O)n4c(nc3c2)CCC4)n(-c2ccccc2)n1
    1% | 8% | -3%

This is a subset. The share of hits here may be higher or lower than overall.
